hcGAS inh – blocks human cGAS activity. recombinant h-cGAS, ATP depletion, Kinase-Glo luminescence. Q8N884. inhibition, % at 12.5 µM. hit rate 0.081% among 290,000;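 also: 0% = vehicle reaction and 100% = reaction without DNA for no activity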
Target sequence (Q8N884 whole entry, looked up): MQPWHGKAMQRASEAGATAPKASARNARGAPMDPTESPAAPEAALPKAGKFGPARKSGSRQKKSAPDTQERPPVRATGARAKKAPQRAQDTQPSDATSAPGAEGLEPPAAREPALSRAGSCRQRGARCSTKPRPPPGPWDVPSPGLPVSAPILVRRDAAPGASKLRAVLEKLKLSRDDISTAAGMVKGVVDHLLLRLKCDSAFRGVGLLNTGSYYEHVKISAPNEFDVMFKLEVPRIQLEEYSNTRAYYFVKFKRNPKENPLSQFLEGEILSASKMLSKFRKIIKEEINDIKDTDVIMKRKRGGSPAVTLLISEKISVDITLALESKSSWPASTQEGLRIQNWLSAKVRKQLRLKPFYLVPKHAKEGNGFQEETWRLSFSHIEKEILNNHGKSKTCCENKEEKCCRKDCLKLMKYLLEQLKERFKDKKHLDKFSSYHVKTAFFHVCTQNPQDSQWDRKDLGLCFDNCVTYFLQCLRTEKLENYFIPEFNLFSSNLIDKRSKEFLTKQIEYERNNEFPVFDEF
mcGAS inh – mouse cGAS inhibition by luminescence; Q8C6L5; recombinant cGAS, Kinase-Glo ATP depletion luminescence; inhibition, % at 12.5 µM; hit rate 0.15% among 160,000; AID 1259399;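 also: 0% = negative control wells and 100% = reference inhibitor with no enzyme activity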
NPYLR7 agonist – activates Aedes aegypti NPYLR7 receptor | HEK293T NPYLR7/Galpha15, GCaMP6s calcium fluorescence | activation, % at 10 µM | hit rate 0.15% among 270,000 | AID 1259423; in the data active = activation above about 40%;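 also: 0% = vehicle and 100% = reference agonist at the receptor; some compounds past the cut are filed as inactive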
* hit, by the source's call; x = no result given. Rule as the data show it, unless noted: active = inhibition above about 40%; inactive = the rest.

SMILES | hcGAS inh | mcGAS inh | NPYLR7 agonist
O=C(NCCn1ncc2c(N3CCCCCC3)ncnc21)c1cccs1 | -9.8 | -7.7 | 1.4
COc1ccc(Cc2nc3c(c(=O)[nH]2)CN(C(=O)Nc2ccc(OC)cc2)CC3)cc1 | 1.5 | -0.5 | -0.6
CCN(CC)S(=O)(=O)c1ccc(C(=O)N2CCC(C(=O)OC)CC2)cc1 | -1.9 | -6.3 | 0.0
COc1ccc2c(c1)CCCN2C(=O)c1ccc(N2CC(C)OC(C)C2)nc1 (stereo not drawn) | -2.4 | x | -0.1
Cc1ccccc1-c1nc(Cn2cncn2)c(C)o1 | -3.1 | x | 6.5
CCc1nc(CN(C)CC2(c3ccc(C)cn3)CCNCC2)no1 | -6.9 | x | 21.2
CC(C)CCc1nc(N2CCN(C(=O)Nc3cccc(C(F)(F)F)c3)CC2)c2cnn(-c3cccc(Cl)c3)c2n1 | -6.9 | -1.6 | 14.2
CCN(C)C(=O)c1cc2sccc2n1Cc1ccc(F)c(F)c1 | 0.2 | 0.1 | x
Cc1ccc(-c2nnc(CCC(=O)Nc3ncccc3O)o2)cc1 | 2.7 | -1.3 | 1.4
CC(=O)Nc1ccc(S(=O)(=O)N(CC(=O)N(CCc2c[nH]c3ccccc23)Cc2ccc(C)cc2)C(C)C)cc1 | -7.1 | -8.0 | 18.0
O=C(NCc1cccc(F)c1F)c1ccc(-c2cc(-c3cccc4c3OCCO4)[nH]n2)cc1 | -5.1 | 104.6* | x
CN1CCN(c2ncnc3sc4c(c23)CCCC4)CC1 | 1.5 | -4.0 | 5.8

Looked up above.
NPYLR7 agonist, CC(=O)Nc1ccc(S(=O)(=O)N(CC(=O)N(CCc2c[nH]c3ccccc23)Cc2ccc(C)cc2)C(C)C)cc1 is entered as 18.0
NPYLR7 agonist, Cc1ccc(-c2nnc(CCC(=O)Nc3ncccc3O)o2)cc1 is entered as 1.4
NPYLR7 agonist, CC(C)CCc1nc(N2CCN(C(=O)Nc3cccc(C(F)(F)F)c3)CC2)c2cnn(-c3cccc(Cl)c3)c2n1 is entered as 14.2
mcGAS inh, COc1ccc(Cc2nc3c(c(=O)[nH]2)CN(C(=O)Nc2ccc(OC)cc2)CC3)cc1 is entered as -0.5
mcGAS inh, O=C(NCc1cccc(F)c1F)c1ccc(-c2cc(-c3cccc4c3OCCO4)[nH]n2)cc1 is entered as 104.6*

The main list resumes, starting three compounds before the break.
SMILES | hcGAS inh | mcGAS inh | NPYLR7 agonist
CC(=O)Nc1ccc(S(=O)(=O)N(CC(=O)N(CCc2c[nH]c3ccccc23)Cc2ccc(C)cc2)C(C)C)cc1 | -7.1 | -8.0 | 18.0
O=C(NCc1cccc(F)c1F)c1ccc(-c2cc(-c3cccc4c3OCCO4)[nH]n2)cc1 | -5.1 | 104.6* | x
CN1CCN(c2ncnc3sc4c(c23)CCCC4)CC1 | 1.5 | -4.0 | 5.8
Cn1cnnc1C1CCCN(Cc2cc3n(n2)CCCNC3)C1 (stereo not drawn) | -2.9 | x | 10.1
O=C1CSc2ccc(C(=O)O)cc2N1 | -1.0 | -0.9 | 0.9
N#Cc1ccsc1NC(=O)c1ccc(OCC2CCCO2)cc1 (stereo not drawn) | -3.0 | -1.3 | -3.0
COc1ccc2c(c1)CC(C(=O)NCCCOC13CC4CC(CC(C4)C1)C3)CO2 (stereo not drawn) | -11.1 | -4.8 | x
CCc1cc(CN2CCC=C(CNC(C)=O)C2)on1 | -4.8 | -13.0 | 9.6
C=CCN(Cc1nccn1Cc1c(C)cc(C)cc1C)C(=O)c1ccc(Cl)cc1 | -5.9 | -5.6 | 4.2
CCCCCN(CC(=O)Nc1cc(C(C)(C)C)nn1-c1ccc(C)cc1C)C(=O)Nc1ccc([N+](=O)[O-])cc1 | -2.2 | -2.9 | 6.4
Cc1ccc(N2CC(C)Cn3c2nc2c3c(=O)[nH]c(=O)n2C)cc1 (stereo not drawn) | -10.9 | x | 11.3
Cc1ccc2oc(-c3ccccc3OCC(=O)O)nc2c1 | -0.3 | 2.1 | 10.8
CCc1ccc(C(NC(=O)C2CCCN2C(C)=O)C(C)(C)C)o1 (stereo not drawn) | -4.6 | -3.9 | -1.1
CC(CC(F)(F)F)C(=O)NC1CCc2[nH]c3c(Cl)cccc3c2C1 (stereo not drawn) | 3.1 | 1.9 | 14.2
Cc1[nH]c2c(C(=O)NC(C)c3cnn(-c4ccccc4)c3C)cccc2c1C (stereo not drawn) | -6.7 | -10.7 | 15.9
Cc1ccc2nc3c(cc(C#N)c(=O)n3-c3nccs3)c(=O)n2c1 | -6.2 | -1.7 | 11.3
COCc1cc(C(=O)N2CC(C)C(N3CCOCC3)C2)ccc1F (stereo not drawn) | -12.1 | x | 0.4
COC(=O)c1cc(C2CC2)nc2c1c(-c1ccc(F)cc1)nn2C1CCS(=O)(=O)C1 (stereo not drawn) | -5.3 | x | 17.5
CC1(C)C(c2ccccc2)=[N+]([O-])C(c2ccccc2O)N1O (stereo not drawn) | -3.7 | x | -11.4
c1ccc(Cc2nc(C3CCOC3)n[nH]2)cc1 (stereo not drawn) | -1.5 | -10.7 | -0.7
COc1cccc2cc(C(=O)Nc3ccccc3OC(F)F)c(=O)oc12 | 4.2 | -3.3 | -1.3
CCS(=O)(=O)c1cccc(C(=O)Nc2nc3c(Cl)ccc(Cl)c3s2)c1 | -1.8 | x | 13.3
O=C(c1csc(CSc2nnc(-c3cccnc3)n2-c2cccc(Cl)c2)n1)N1CCN(C/C=C/c2ccccc2)CC1 | -2.7 | -4.8 | 11.0
CC1=NN(CC(C)C)c2nc3c(c(=O)n(CC(C)C)c(=O)n3C)n2C1 | 2.8 | -6.5 | 1.2
COc1ccc(N2CCN(C(=O)c3cc(-c4ccc(C)o4)nn3-c3ccc(F)cc3)CC2)cc1 | -4.8 | -4.8 | 23.3
Cc1ccc(-c2nccn2CCCOc2cccnc2)o1 | -4.4 | x | 2.8
O=C(CN(CC1CCCO1)C(=O)COc1ccc(Cl)cc1)N(Cc1ccc2c(c1)OCO2)Cc1ccco1 (stereo not drawn) | -7.7 | -5.3 | -4.2

Reprinted at random: 3 records from the list
SMILES | hcGAS inh | mcGAS inh | NPYLR7 agonist
CC1(C)C(c2ccccc2)=[N+]([O-])C(c2ccccc2O)N1O (stereo not drawn) | -3.7 | x | -11.4
COC(=O)c1cc(C2CC2)nc2c1c(-c1ccc(F)cc1)nn2C1CCS(=O)(=O)C1 (stereo not drawn) | -5.3 | x | 17.5
COc1ccc(N2CCN(C(=O)c3cc(-c4ccc(C)o4)nn3-c3ccc(F)cc3)CC2)cc1 | -4.8 | -4.8 | 23.3

Other records follow:
SMILES | hcGAS inh | mcGAS inh | NPYLR7 agonist
C/C=C/CCc1cc(O)c2c(c1)OC(C)C2CO (stereo not drawn) | -0.3 | -6.1 | -8.0
CN1CCN(S(=O)(=O)c2ccc(C(=O)NNC(=O)C3CCCCC3)cc2)CC1 | -6.6 | -7.5 | 2.0
O=C(CSc1nnc(-c2ccccc2)n1-c1ccccc1)N/N=C\c1cccc(Br)c1 | -5.1 | x | -5.4
CCCC(=O)OCC(O)CN(Cc1c(C)nn(-c2ccccc2)c1Oc1cccc(C)c1)CC1CC1 (stereo not drawn) | -5.7 | -7.2 | 9.6
CN(C)C(CNC(=O)CNC(=O)c1ccc(Br)cc1)c1ccccc1 (stereo not drawn) | -7.4 | x | 2.5
C#CCn1c(=NC(=O)c2ccc(S(C)(=O)=O)cc2)sc2cc(S(C)(=O)=O)ccc21 | -6.9 | x | 8.7
COCCn1cncc1CN1CC2(CCNCC2)OC1=O | -12.5 | -6.2 | x
CCOC(=O)N1CCN(C(c2ccc(Cl)cc2)C2Sc3nc(CC)nn3C2=O)CC1 (stereo not drawn) | -7.6 | -7.1 | -4.6
COc1cc(OC)cc(C(=O)N2CCCC2C(=O)Nc2nnc(-c3ccc(Br)cc3)s2)c1 (stereo not drawn) | -2.5 | -2.8 | -1.5
Cc1cc2ncn(CC(=O)NC3CCCC3)c2cc1C | -7.4 | x | -4.4
c1ccc(CSC2=NCCS2)cc1 | 5.2 | x | 0.2
CC(C)COc1nc(-c2ccco2)n(-c2ccc(NC(=O)C3CCC3)cc2)n1 | -1.8 | -9.7 | x
Nc1ccc(-c2cc(NCCO)nc3[nH]ccc23)cn1 | -3.5 | -12.0 | 5.7
Brc1ccc(OCc2nnc3n2CCCCC3)cc1 | -6.2 | x | 0.7
COc1ccc(S(=O)(=O)NCC2CCN(Cc3ccsc3)CC2)cc1Cl | 11.2 | x | -12.3
O=C1C=CC(=NOS(=O)(=O)c2cc(Cl)ccc2Cl)C=C1 | -3.9 | -7.2 | 8.6
N#CC(C(=O)CN1C(=O)CCc2ccccc21)c1nc2ccccc2o1 (stereo not drawn) | -5.4 | x | 5.9
CCNC(=S)NNC(=O)c1ccc(Cn2cc([N+](=O)[O-])cn2)cc1 | -1.3 | x | 3.0
Cc1ccccc1NC(=O)CS(=O)(=O)Cc1nnnn1-c1ccccc1 | -5.7 | x | 3.3
Cc1c(C#N)c(NC(=O)CN2CCCC3CCCCC32)n(Cc2cccs2)c1C (stereo not drawn) | -9.9 | x | 0.6
CC1=NC2=C(C(=O)CC(c3ccccc3)C2)C(c2ccccc2Cl)C1C(=O)OC1CCCCC1 (stereo not drawn) | -1.9 | -3.9 | -2.7
COc1cc2c(cc1OC)-c1cc3nc4ccccc4nc3n1C(C)(C)C2 | -7.5 | x | 18.7
Cc1nnc(SCC(=O)NC(=O)NC2CCCC2)s1 | -5.1 | x | -3.7
COc1ccc(-c2nc3scc(CCNC(=O)/C=C/c4ccccc4)n3n2)cc1 | 0.0 | -0.5 | 2.3
CCCCCNC(=O)CCN(c1nc(Cc2ccc(Cl)cc2)ns1)C(C)C | -5.1 | -4.2 | -6.4
CCCN(C(C)C(=O)Nc1ccccc1)S(=O)(=O)c1c(C)nn(C)c1Cl (stereo not drawn) | -2.5 | x | -3.0
c1ccc(-c2nnc(-c3ccccn3)nn2)nc1 | 6.0 | x | 1.3
Cc1ccc(-n2c(SCc3ccc(C(=O)N4CCOCC4)cc3)nnc2-c2ccncc2)cc1 | -3.1 | -6.0 | 16.3
Cc1cccc(N2CCN(S(=O)(=O)CCNC(=O)c3cccs3)CC2)c1 | -1.0 | -4.9 | 3.1
CN1C(=O)C=C(Nc2cccc(C(=O)O)c2)C1=O | -7.9 | -6.3 | 2.3
CC(C)C(=O)N1CCCC1(C)C(=O)Nc1cccc(Cl)c1 (stereo not drawn) | -16.7 | -6.8 | 6.1
Cc1cc(C2CCC2)nc(N(C)CC2COCCO2)n1 (stereo not drawn) | -1.2 | -0.7 | x
CC1=NN(c2ccccc2)C(=O)/C1=C\c1cc(C)n(-c2cccc([N+](=O)[O-])c2)c1C | 0.2 | -1.3 | -3.6
O=c1c2ccccc2[nH]c(=S)n1-c1ccc(-c2n[nH]c(=S)o2)cc1 | -3.6 | x | 2.6
O=C(Nc1ccc(O)c(-c2nc3ccccc3o2)c1)c1ccccc1F | -3.2 | -6.3 | 13.0
Cc1cc2c(=O)n(Cc3ccco3)c(SCC(=O)NCc3ccco3)nc2s1 | 3.6 | -0.7 | -8.0

Only hcGAS inh and NPYLR7 agonist (5 entries from above):
| Compound | hcGAS inh | NPYLR7 agonist |
| --- | --- | --- |
| O=C(CN(CC1CCCO1)C(=O)COc1ccc(Cl)cc1)N(Cc1ccc2c(c1)OCO2)Cc1ccco1 (stereo not drawn) | -7.7 | -4.2 |
| C/C=C/CCc1cc(O)c2c(c1)OC(C)C2CO (stereo not drawn) | -0.3 | -8.0 |
| CN1CCN(S(=O)(=O)c2ccc(C(=O)NNC(=O)C3CCCCC3)cc2)CC1 | -6.6 | 2.0 |
| O=C(CSc1nnc(-c2ccccc2)n1-c1ccccc1)N/N=C\c1cccc(Br)c1 | -5.1 | -5.4 |
| CCCC(=O)OCC(O)CN(Cc1c(C)nn(-c2ccccc2)c1Oc1cccc(C)c1)CC1CC1 (stereo not drawn) | -5.7 | 9.6 |

Later entries.
SMILES | hcGAS inh | mcGAS inh | NPYLR7 agonist
Cc1nc(C(C)n2ccnc2-c2ccncc2)cs1 (stereo not drawn) | -10.1 | -12.4 | -1.9
CN1CCN(S(=O)(=O)c2cccc(C(=O)NC34CC5CC(CC(C5)C3)C4)c2)CC1 | -4.8 | x | 4.4
O=c1oc2ccccc2n1CCNCc1cccc2c1OCO2 | -13.7 | x | 5.1
Nc1nc2nc(Br)[nH]c2c(=O)[nH]1 | 51.7* | 12.2 | -3.3
Cc1nc(-c2ccc(F)cc2)c(CC(=O)Nc2ccc(S(C)(=O)=O)cc2)s1 | -6.3 | x | 2.7
Cc1ccc(C)c(C(=O)CSc2nnc(-c3ccco3)n2C)c1 | -5.4 | x | 10.5
Oc1c(C=NN2CCOCC2)cc2c3c1CCCN3CCC2 | -5.8 | x | 6.5
Cc1ccc(OCc2nc(CC(=O)N(C)CC3CCCCC3)cs2)cc1 | -9.0 | x | 6.9
COc1cccc(Cc2nsc(N(CCC(=O)NCCC(c3ccccc3)c3ccccc3)C(C)C)n2)c1 | -2.4 | -3.5 | 20.8
COc1ccc(C2C(C(=O)OC(C)C)=C(C)NC3=C2C(=O)CC(c2ccccc2)C3)cc1OC (stereo not drawn) | -11.3 | -5.7 | 6.1
Cc1nc(COC(=O)C2CCN(C(=O)N(C)C)CC2)no1 | -10.9 | x | -1.2
CCc1cnc(COc2ccc(OC3CCCCNC3=O)cc2)o1 (stereo not drawn) | -10.1 | -12.8 | -1.1
CCCc1cc2c(=O)c(-c3nc(C)cs3)c(N)oc2cc1OC | 3.8 | x | 11.3
Cc1nn(C(C)C)c(C)c1N=O | -4.9 | x | -8.5

Bioassay records: PubChem BioAssay, Fisher Drug Discovery Resource Center
